dFosB activator = mouse delta FosB homodimer activation; activation, % at 25 µM; 340,000 tested, 0.99% active; purified delta FosB, TAMRA-CDK5 oligo fluorescence polarization; percent of positive-control signal above neutral wells;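 active = mean activation above about 17%, with every replicate also reaching it, limit read from the data, passing the limit was not always enough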;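 note: fluorescence polarization rise as delta FosB binds a TAMRA Cdk5 AP-1 oligo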
cardiac RTF act = increases calcium sensitivity of human cardiac regulated thin filaments; P19429+P45379; IANBD-labeled TnC RTF fluorescence at EC20 calcium; 0% EC20 calcium, 100% full calcium; activation, % at 7.2 µM; 340,000 tested, 0.24% active;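 active = activation above the mean over all tested compounds plus 3 SD, cut at about 30% in these data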;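 note: rise in fluorescence read as greater calcium sensitivity of cardiac thin filaments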
MITF act = increases MITF-driven TRPM1 promoter luciferase signal. 300,000 tested, 0.75% active. SK-MEL-5 TRPM1-promoter luciferase, 24 h; % of positive control, neutral wells = 0. activation, % at 12.5 µM;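 active = mean activation of at least 80% with every replicate also reaching 80%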;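 note: 0% = neutral control wells and 100% = parthenolide positive control wells; values of inactives mirror those of a sister screen read the other way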
Rtt109 Vps75 = blocks Candida albicans Rtt109/Vps75 acetyltransferase activity. Q5AAJ8. purified Rtt109/Vps75, ThioGlo CoA-SH fluorescence, 4 h. inhibition, % at 34.9 µM. 330,000 tested, 0.16% active. AID 540336;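 active = inhibition of at least 50% in every replicate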
PvdQ acylase = P. aeruginosa PvdQ acylase inhibition; purified PvdQ acylase, fluorescence plate reader; 340,000 tested, 0.063% active; inhibition, % at 10 µM; in the data active = inhibition above about 30%, passing the limit was not always enough;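 note: 0% = vehicle neutral wells and 100% = reference inhibitor wells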
Wnt act = activates Wnt/beta-catenin signaling in a reporter cell assay | activator, plate reader | activation, % at 9.35 µM | 300,000 tested, 1.2% active | AID 743398; in the data active = activation above about 30%, passing the limit was not always enough;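 note: 0% = neutral control wells and 100% = positive control wells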
SR-BI DiI inh = blocks mouse SR-BI lipid uptake from DiI-HDL. ldlA[mSR-BI] CHO cells, DiI-HDL uptake fluorescence, 3 h. inhibition, % at 12.5 µM. 320,000 tested, 0.96% active. AID 488896;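 active = mean replicate inhibition of at least 70% and a set share of replicates each scoring 70 or more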;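 note: 0% = median of neutral control wells and 100% = median of positive control wells; values of inactives mirror those of a sister screen read the other way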
Target sequence (Q61009 whole entry, looked up): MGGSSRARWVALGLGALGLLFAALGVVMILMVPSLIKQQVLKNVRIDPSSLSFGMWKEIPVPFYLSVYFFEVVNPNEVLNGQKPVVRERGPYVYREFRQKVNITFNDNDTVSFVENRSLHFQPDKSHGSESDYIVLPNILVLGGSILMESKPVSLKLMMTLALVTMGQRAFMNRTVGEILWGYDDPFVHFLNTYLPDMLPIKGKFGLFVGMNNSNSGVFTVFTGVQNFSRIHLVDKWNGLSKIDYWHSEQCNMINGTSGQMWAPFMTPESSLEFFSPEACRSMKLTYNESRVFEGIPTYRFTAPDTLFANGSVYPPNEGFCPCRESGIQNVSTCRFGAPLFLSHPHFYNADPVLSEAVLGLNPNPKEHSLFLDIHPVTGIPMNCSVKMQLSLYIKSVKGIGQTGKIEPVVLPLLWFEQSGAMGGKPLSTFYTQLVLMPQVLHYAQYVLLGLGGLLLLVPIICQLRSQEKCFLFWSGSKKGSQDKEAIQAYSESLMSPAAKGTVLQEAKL
SR-BI DiI-HDL act = activators of SR-BI mediated HDL lipid uptake; CHO ldlA[mSR-BI] cells, DiI-HDL uptake fluorescence, 3 h; 100 = double the neutral-control signal; activation, % at 12.5 µM; 320,000 tested, 0.096% active;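 active = mean replicate activation of at least 60% and every replicate at or above 60%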;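 note: 0% = median plate neutral-control signal and 100% = twice that signal; values of inactives mirror those of a sister screen read the other way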
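Material: SR-BI-overexpressing, LDLR-lacking CHO cells | Dosing: Single compound concentration, delivered by pin transfer | Probe or stimulus: Labelled HDL, 10 µg/mL | Signal: Bottom-read cell fluorescence after medium removal, ex 550/em 595 nm | Schedule: 3 h, 37 °C | Evaluation: HDL uptake via cellular fluorescence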
CDK5 p35 inh = CDK5/p35 (human) kinase inhibition | Q00535+Q15078 | Recombinant CDK5/p35, ADP-Glo luminescence, 60 min | inhibition, % at 10 µM | 330,000 tested, 0.01% active | AID 488839;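 active = highest replicate inhibition of at least 50% and at least 75% of replicates reaching 50%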;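 note: plate controls were DMSO neutral control for no effect and GW8510 at 10 µM for full effect; many of its hits are not listed in these tables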
HTR5A ag ctr = activates human HTR5A in OPRM1-OPRD1 agonist counter-screen; HTR5A agonist assay, luminescence, cell-based; P47898; 340,000 tested, 0.61% active; AID 504692; activation, % at 9.3 µM; in the data active = activation mostly above about 9.5%, no sharp cut-off; inactive = mostly below about 7.6%;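 note: 0% = cells with vehicle only and 100% = reference agonist; strong numbers were not always called active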
Target sequence (P47898 whole entry, looked up): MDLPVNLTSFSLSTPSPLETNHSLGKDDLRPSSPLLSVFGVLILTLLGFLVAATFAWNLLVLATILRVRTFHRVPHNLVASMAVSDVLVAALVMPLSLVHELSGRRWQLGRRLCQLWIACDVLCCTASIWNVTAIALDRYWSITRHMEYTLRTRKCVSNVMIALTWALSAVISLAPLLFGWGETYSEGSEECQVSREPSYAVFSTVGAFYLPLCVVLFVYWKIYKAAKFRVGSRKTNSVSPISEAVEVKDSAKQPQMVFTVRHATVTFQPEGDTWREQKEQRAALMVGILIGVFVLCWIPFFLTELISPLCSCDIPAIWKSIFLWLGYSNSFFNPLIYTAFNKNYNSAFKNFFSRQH
* hit, by the source's call. This is a random part of the collection; 4.4% or so of the library scored in one or more.

Cc1ccc(OCC(O)CN2CCN(c3ccccn3)CC2)c(C)c1 (stereo not drawn) was read as dFosB activator -7, cardiac RTF act 7, MITF act -5, Rtt109 Vps75 -7, PvdQ acylase -7, Wnt act 0, SR-BI DiI inh -13, SR-BI DiI-HDL act 13, CDK5 p35 inh -5.7 and HTR5A ag ctr -2.
Screening CCCn1c(=O)c2ccccc2n2c(SCC(=O)Nc3cc(C)on3)nnc12 returned dFosB activator 6, cardiac RTF act 3, MITF act -9, Rtt109 Vps75 -15, PvdQ acylase -10, Wnt act 4, SR-BI DiI inh 12, CDK5 p35 inh 0.0 and HTR5A ag ctr 4.
For O=C(NCc1cccc(Br)c1)c1cc(-c2ccccc2)nn1CC1CC(c2cccc([N+](=O)[O-])c2)=NO1 (stereo not drawn) the results were dFosB activator -1, cardiac RTF act -2, MITF act 4, Rtt109 Vps75 4, PvdQ acylase -7, Wnt act -9, SR-BI DiI inh 21, SR-BI DiI-HDL act -21, CDK5 p35 inh -1.3 and HTR5A ag ctr -1.
Screening CN(C)S(=O)(=O)c1ccc(C(=O)OCc2ccc([N+](=O)[O-])cc2)cc1 returned dFosB activator -3, cardiac RTF act -7, MITF act 0, Rtt109 Vps75 -5, PvdQ acylase -3, Wnt act 5, SR-BI DiI inh -8, SR-BI DiI-HDL act 8, CDK5 p35 inh 0.2 and HTR5A ag ctr -3.
Screening CCCNC(=O)CCc1c(C)nc2c(c(C)nn2-c2ccccc2)c1C returned dFosB activator 0, cardiac RTF act -6, MITF act 4, Rtt109 Vps75 -5, PvdQ acylase -10, Wnt act -4, SR-BI DiI inh 31, SR-BI DiI-HDL act -31, CDK5 p35 inh 0.1 and HTR5A ag ctr 0.
Screening O=C(O)c1cc(S(=O)(=O)N2CCCCC2)ccc1N1CCCC1 returned dFosB activator 4, cardiac RTF act -4, MITF act -3, Rtt109 Vps75 -5, PvdQ acylase -9, Wnt act -3, SR-BI DiI inh -18, SR-BI DiI-HDL act 18, CDK5 p35 inh -2.7 and HTR5A ag ctr 3.
For O=C(Nc1nc2cc3c(cc2s1)OCO3)c1ccc(N2C(=O)CCC2=O)cc1 the results were dFosB activator -10, cardiac RTF act 3, MITF act 11, Rtt109 Vps75 -10, PvdQ acylase -4, Wnt act -2, SR-BI DiI inh 67, SR-BI DiI-HDL act -67, CDK5 p35 inh -2.6 and HTR5A ag ctr 7.
Cc1ccccc1C(=O)OCc1nnc(-c2ccc(Cl)cc2)o1 was read as dFosB activator -11, cardiac RTF act 1, MITF act 13, Rtt109 Vps75 5, PvdQ acylase 4, Wnt act -2, SR-BI DiI inh -4, SR-BI DiI-HDL act 4, CDK5 p35 inh 2.5 and HTR5A ag ctr 1.
COc1cc(/C=N/OCC(=O)NC2CCS(=O)(=O)C2)ccc1OC(F)F (stereo not drawn) was read as dFosB activator -1, cardiac RTF act -29, MITF act -2, Rtt109 Vps75 10, PvdQ acylase -5, Wnt act -1, SR-BI DiI inh -13, SR-BI DiI-HDL act 13, CDK5 p35 inh -1.5 and HTR5A ag ctr 1.
Screening Cc1ccc(N(C(C)C(=O)N2CCCCC2)S(C)(=O)=O)cc1C (stereo not drawn) returned dFosB activator 2, cardiac RTF act -7, MITF act 1, Rtt109 Vps75 5, PvdQ acylase -1, Wnt act 0, SR-BI DiI inh -10, SR-BI DiI-HDL act 10, CDK5 p35 inh -1.0 and HTR5A ag ctr -1.
Screening Cc1sc2ncnc(SCC(=O)N(C)C3CCS(=O)(=O)C3)c2c1C (stereo not drawn) returned dFosB activator -11, cardiac RTF act 3, MITF act 2, Rtt109 Vps75 -12, PvdQ acylase -10, Wnt act -2, SR-BI DiI inh 1, SR-BI DiI-HDL act -1, CDK5 p35 inh 0.6 and HTR5A ag ctr 2.
`CCn1c(C)c(C)c2cc(C(=O)NCCN3CCCCCC3)ccc21` gave dFosB activator 0, cardiac RTF act 2, MITF act 5, Rtt109 Vps75 8, PvdQ acylase -9, Wnt act -4, SR-BI DiI inh 75*, SR-BI DiI-HDL act -75, CDK5 p35 inh 0.9 and HTR5A ag ctr -2.
For COc1cc(C#Cc2c(-c3ccccc3OC)oc3ccccc23)cc(OC)c1 the results were dFosB activator 2, cardiac RTF act 0, MITF act -8, Rtt109 Vps75 3, PvdQ acylase -18, Wnt act -3, SR-BI DiI inh 28, SR-BI DiI-HDL act -28, CDK5 p35 inh -1.8 and HTR5A ag ctr -2.
Screening Cc1nn(-c2ccccc2)c2nc(-c3cccs3)cc(C(=O)NN)c12 returned dFosB activator -54, cardiac RTF act -3, MITF act -13, Rtt109 Vps75 -21, PvdQ acylase 5, Wnt act 1, SR-BI DiI inh 84*, SR-BI DiI-HDL act -84, CDK5 p35 inh 1.5 and HTR5A ag ctr 8.
For CCOC(=O)N1CCN(C(=O)C2CCCN(S(=O)(=O)c3cccnc3)C2)CC1 (stereo not drawn) the results were dFosB activator -5, cardiac RTF act 6, MITF act -1, Rtt109 Vps75 -3, PvdQ acylase -10, Wnt act 0, SR-BI DiI inh 6, SR-BI DiI-HDL act -6, CDK5 p35 inh -0.6 and HTR5A ag ctr -5.
`O=C(c1ccco1)N(Cc1ccc2c(c1)OCO2)Cc1cc2cc3c(cc2[nH]c1=O)OCO3` gave dFosB activator 4, cardiac RTF act 7, MITF act 14, Rtt109 Vps75 24, PvdQ acylase 9, Wnt act 5, SR-BI DiI inh 11, SR-BI DiI-HDL act -11, CDK5 p35 inh 1.3 and HTR5A ag ctr 2.
CC(=O)OCC(=O)[C@@]12OC(C)(C)O[C@@H]1CC1C3C[C@H](F)C4=CC(=O)C=CC4(C)[C@@]3(F)C(O)CC12C (stereo partly drawn) was read as dFosB activator -3, cardiac RTF act 9, MITF act 10, Rtt109 Vps75 1, PvdQ acylase -12, Wnt act -2, SR-BI DiI inh -3, SR-BI DiI-HDL act 3, CDK5 p35 inh 0.2 and HTR5A ag ctr 1.
Screening O=c1nc(N2CCOCC2)nc2n1CCO2 returned dFosB activator 7, cardiac RTF act 0, MITF act -2, Rtt109 Vps75 -11, PvdQ acylase -10, CDK5 p35 inh 0.6 and HTR5A ag ctr 0.
`O=C(c1ccc(S(=O)(=O)N2CCCCCC2)cc1)N1CCN(c2ccccc2F)CC1` gave dFosB activator -6, cardiac RTF act -3, MITF act 0, Rtt109 Vps75 -5, PvdQ acylase -10, Wnt act -2, SR-BI DiI inh 15, SR-BI DiI-HDL act -15, CDK5 p35 inh -0.7 and HTR5A ag ctr 3.
O=C(/C=C/Nc1nccs1)C(F)(F)Cl was read as dFosB activator -11, cardiac RTF act 3, MITF act 7, PvdQ acylase -10, Wnt act -1, SR-BI DiI inh 1, SR-BI DiI-HDL act -1, CDK5 p35 inh 1.1 and HTR5A ag ctr 0.
COc1cc2c(cc1OC)C(c1cc3cc(OC)c(OC)cc3[nH]c1=O)N(C(=O)C1CC1)CC2 (stereo not drawn) was read as dFosB activator 0, cardiac RTF act -7, MITF act -6, Rtt109 Vps75 1, PvdQ acylase -6, SR-BI DiI inh -36, SR-BI DiI-HDL act 36, CDK5 p35 inh 0.6 and HTR5A ag ctr -2.
`O=C(CNC(=O)c1ccc(Br)o1)Nc1ccc(F)c(S(=O)(=O)N2CCOCC2)c1` gave dFosB activator -6, cardiac RTF act -1, MITF act -16, Rtt109 Vps75 2, PvdQ acylase -5, Wnt act 13, SR-BI DiI inh 18, SR-BI DiI-HDL act -18, CDK5 p35 inh -1.1 and HTR5A ag ctr -5.
`CC1CCC/C(=C(\C#N)c2nc(-c3cc4ccccc4oc3=O)cs2)C1` (stereo not drawn) gave dFosB activator -16, cardiac RTF act 5, MITF act 30, Rtt109 Vps75 1, PvdQ acylase -16, Wnt act 10, SR-BI DiI inh 0, SR-BI DiI-HDL act 0, CDK5 p35 inh 1.2 and HTR5A ag ctr 6.
Screening O=C(Cn1c(CO)nc2ccccc21)NCCc1ccccc1 returned dFosB activator -10, cardiac RTF act 3, MITF act -3, Rtt109 Vps75 5, PvdQ acylase -12, Wnt act -1 and CDK5 p35 inh 0.0.

A draw from above in order of molecular weight, lowest first:
Screening Cc1nn(-c2ccccc2)c2nc(-c3cccs3)cc(C(=O)NN)c12 returned dFosB activator -54, cardiac RTF act -3, MITF act -13, Rtt109 Vps75 -21, PvdQ acylase 5, Wnt act 1, SR-BI DiI inh 84*, SR-BI DiI-HDL act -84, CDK5 p35 inh 1.5 and HTR5A ag ctr 8.
`O=C(c1ccco1)N(Cc1ccc2c(c1)OCO2)Cc1cc2cc3c(cc2[nH]c1=O)OCO3` gave dFosB activator 4, cardiac RTF act 7, MITF act 14, Rtt109 Vps75 24, PvdQ acylase 9, Wnt act 5, SR-BI DiI inh 11, SR-BI DiI-HDL act -11, CDK5 p35 inh 1.3 and HTR5A ag ctr 2.
CC(=O)OCC(=O)[C@@]12OC(C)(C)O[C@@H]1CC1C3C[C@H](F)C4=CC(=O)C=CC4(C)[C@@]3(F)C(O)CC12C (stereo partly drawn) was read as dFosB activator -3, cardiac RTF act 9, MITF act 10, Rtt109 Vps75 1, PvdQ acylase -12, Wnt act -2, SR-BI DiI inh -3, SR-BI DiI-HDL act 3, CDK5 p35 inh 0.2 and HTR5A ag ctr 1.

Following part
For CCO[C@@H]1OC(C(=O)NCc2ccccc2)=C[C@H](C(C)(C)C)[C@H]1CCCO the results were dFosB activator -5, cardiac RTF act 0, MITF act 9, Rtt109 Vps75 -10, PvdQ acylase -5, Wnt act 1, SR-BI DiI inh 12, SR-BI DiI-HDL act 1, CDK5 p35 inh 0.4 and HTR5A ag ctr 0.
For NNc1nc(NCc2ccccc2)nc(N2CCOCC2)n1 the results were dFosB activator -5, cardiac RTF act -5, MITF act 9, Rtt109 Vps75 -13, PvdQ acylase -6, SR-BI DiI inh -19, SR-BI DiI-HDL act 19, CDK5 p35 inh -0.7 and HTR5A ag ctr -7.
CC(O)CCC(=O)NNC1CC(=O)N(c2ccccc2)C1=O (stereo not drawn) was read as dFosB activator -2, Rtt109 Vps75 15, PvdQ acylase 9, Wnt act 3, SR-BI DiI inh -5, SR-BI DiI-HDL act 5 and CDK5 p35 inh -0.2.
`CCN(C(=O)CCN1C(=O)/C(=C/c2ccccc2)SC1=S)C1CCS(=O)(=O)C1` (stereo not drawn) gave dFosB activator 1, cardiac RTF act -1, MITF act -13, Rtt109 Vps75 -9, PvdQ acylase -7, Wnt act -4, SR-BI DiI inh 12, SR-BI DiI-HDL act -12, CDK5 p35 inh -1.5 and HTR5A ag ctr 0.
C=CCn1c(O)c(N=NC(=O)CNC(=O)Cc2ccccc2)c2ccccc21 was read as dFosB activator -6, cardiac RTF act -3, MITF act -6, Rtt109 Vps75 -12, PvdQ acylase -13, Wnt act -1, SR-BI DiI inh 7, SR-BI DiI-HDL act -7, CDK5 p35 inh -2.7 and HTR5A ag ctr 11*.
Screening CCOc1ccc(Br)cc1/C(C)=N\NC1=NCCN1 returned dFosB activator -10, cardiac RTF act -5, MITF act -33, Rtt109 Vps75 -7, PvdQ acylase -41, SR-BI DiI inh -16, SR-BI DiI-HDL act 16, CDK5 p35 inh 1.9 and HTR5A ag ctr 8.

High-throughput results as filed in PubChem BioAssay.
